Hep lipid drop: modulators of hepatic lipid droplet formation. hit rate 0.4% among 240,000. AML12 mouse hepatocytes, oleate lipid droplets, BODIPY imaging. inhibition, % at 6.5 µM;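 active means lipid droplet intensity inhibited by at least 50%, with more than 500 cells counted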
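material = mouse AML12 hepatocyte cell line, fixed after treatment | also added = 100 µM oleic acid challenge | doses = compound at 6.5 µM only | schedule = overnight exposure | technique = Image-based BODIPY and DAPI two-channel analysis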
Hep lipid drop cells 6.5 µM: recorded beside Hep lipid drop, whose call it bears; cell count; measured here: cell count, cytotoxicity flag;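 cells counted across two imaged fields per well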
Active calls of the source: *. The list is partial; count on the stated rates, not on these rows.

Start of the data: the first five entries, ahead of the listing:
Values in the order: Hep lipid drop, Hep lipid drop cells 6.5 µM
CN1C(=O)c2cccc3c(N(C)C)ccc(c23)C1=O
  18, 870
COc1ccc(CC(O)COS(N)(=O)=O)cc1 (configuration not stated)
  -4, 826
O=C1/C(=C/c2cccnc2)SC(=S)N1NS(=O)(=O)c1ccccc1
  3, 873
COc1ccc(CNC(=O)COC(=O)CN2C(=O)C(C)Oc3ccc(C)cc32)cc1 (configuration not stated)
  -3, 787
COc1cccc(CNC2CCCCCCC2)c1OC
  -19, 789

The listing (from the top)
Values in the order: Hep lipid drop, Hep lipid drop cells 6.5 µM
CN1C(=O)c2cccc3c(N(C)C)ccc(c23)C1=O
  18, 870
COc1ccc(CC(O)COS(N)(=O)=O)cc1 (configuration not stated)
  -4, 826
O=C1/C(=C/c2cccnc2)SC(=S)N1NS(=O)(=O)c1ccccc1
  3, 873
COc1ccc(CNC(=O)COC(=O)CN2C(=O)C(C)Oc3ccc(C)cc32)cc1 (configuration not stated)
  -3, 787
COc1cccc(CNC2CCCCCCC2)c1OC
  -19, 789
Cc1ccc(C)c(N2CCN(S(=O)(=O)c3cc4c(cc3C)NC(=O)CO4)CC2)c1
  -7, 731
O=C(NCCCN1CCOCC1)C(=O)NCC1OCCN1S(=O)(=O)c1cc(F)ccc1F (configuration not stated)
  -2, 847
CCCCN(CC)C(=O)c1cc2c(=O)[nH]c3ccc(C)cc3c2s1
  12, 814
c1csc(-c2cc(N3CCCCC3)c3ccccc3n2)c1
  -11, 800
CC1CCCCC1NC(=O)CN(C)S(=O)(=O)c1ccc2c(c1)CCC(=O)N2 (configuration not stated)
  -4, 753
COc1cccc(C2c3[nH]c4ccccc4c3C[C@H]3C(=O)N(CCCO)CC(=O)N23)c1OC (some centres not stated)
  13, 877
COC(=O)/C=C/c1c(C)nc(NCc2ccccc2)nc1Cl
  9, 712
Cc1nn(-c2ccccc2)c(Cl)c1/C=N/NC(=O)c1ccn[nH]1
  4, 709
Cn1cnnc1SCC(=O)Nc1ccc(Oc2ccccc2)cc1
  -232, 333
O=C(Nc1ccccc1F)c1ccc(CN2CCc3ccccc3C2)cc1
  4, 854
O=C(O)c1ccccc1C(=O)N1CCN(Cc2ccc3c(c2)OCO3)CC1
  4, 861
Cc1cc(Cl)ccc1OC(C)C(=O)Nc1cnn(CCCC(=O)O)c1 (configuration not stated)
  17, 713
COc1ccc(C(=O)CCC(=O)Nc2ccc(N3CCCCC3)cc2)cc1OC
  92*, 796*
O=C(NCc1ccccc1)C(c1cccnc1)N(C(=O)c1csnn1)c1ccc(F)cc1 (configuration not stated)
  -22, 787
CC1(c2ccccc2)NC(=O)N(CC(=O)NNC(=O)c2ccccc2)C1=O (configuration not stated)
  -2, 892
CC(C)=CC(=O)N1CCCC(N2CCN(c3ccccc3C)CC2)C1 (configuration not stated)
  -1, 782
CC(C)C[C@H]1CN=C(Nc2ccccc2)N1CC1CCC1
  -5, 761
COc1ccc(C(C(=O)NCC2CCCO2)N(C(=O)Cn2nnc3ccccc32)c2ccc(NC(C)=O)cc2)cc1 (configuration not stated)
  10, 841
O=C(O)c1ccccc1C(=O)NNC(=O)C(c1ccccc1)c1ccccc1
  -3, 663
COc1ccccc1-n1c(C)cc(/C=C2\C(=N)N3N=C(CC(=O)N4CCOCC4)SC3=NC2=O)c1C
  -10, 642
CCN(Cc1ccccc1)C(=O)c1ccc(CS(=O)c2ccccc2C)o1 (configuration not stated)
  -5, 665
CCc1nnc(NC(=O)CSc2nc3c([nH]c4ccccc43)c(=O)n2CCOC)s1
  -18, 780
C/C(=N/NC(=O)CN(c1ccccc1)S(=O)(=O)c1ccccc1)c1ccccc1O
  -2, 824
CCC(C)c1ccccc1OCCCNC1CCCC1 (configuration not stated)
  -3, 798
COc1ccc(S(=O)(=O)N2CCN(C(=O)c3cc(-c4ccccc4OC)n[nH]3)CC2)cc1
  8, 810
O=C(CCc1nnc2ccc(NCc3ccccc3Cl)nn12)NC1CCCCC1
  -28, 724
C=CCN1C(=O)CSC1=Nc1ccc(C(=O)O)cc1
  -9, 769
CCCc1cc(=O)oc2cc(OCC(=O)NC3CCN(Cc4ccccc4)CC3)ccc12
  3, 676
O=C(c1ccccn1)N1CCCC(N2CCN(Cc3ccc4c(c3)OCO4)CC2)C1 (configuration not stated)
  17, 620
CSc1cccc(-n2ccc(=O)c(C)c2C)c1
  3, 780
CCN1CCN(c2nc3c(c(=O)[nH]c(=O)n3C)n2Cc2ccccc2)CC1
  -2, 799
Cc1cc(OCC(=O)NNC(=S)NC(=O)c2cccs2)ccc1Cl
  3, 654
Cc1ccc(S(=O)(=O)N2CCN(C(=O)c3c(-c4ccccc4)noc3C)CC2)c(C)c1
  -6, 716
COc1cccc(NC(=O)c2ccnc(N3CCC(C(=O)NCc4ccccc4OC)CC3)c2)c1
  20, 739
COc1ccc2c(c1)C(=O)CC(c1ccc3c(c1)OCCO3)O2 (configuration not stated)
  -5, 635
CC(OC(=O)CSc1ccc(F)cc1)C(=O)NC1(C#N)CCCCC1 (configuration not stated)
  0, 665
O=C(c1ccc(Cl)cc1)c1ccc(Oc2cc(NN3CCCCC3)c([N+](=O)[O-])cc2[N+](=O)[O-])cc1
  30, 800
COc1ccc(/C=C(\C#N)C(=O)NCc2ccccc2)cc1O
  1, 810
Cc1cc(C)n(CC(=O)N2CCCC(N3CCN(Cc4ccc5c(c4)OCO5)CC3)C2)n1 (configuration not stated)
  12, 675
Nn1cnnc1N/N=C/c1cccc(Cl)c1Cl
  -3, 882
CCOC(=O)CC1(NC(=O)c2cc(COc3cncc(Cl)c3)on2)CCCCC1
  12, 665
O=C(C1CCN(S(=O)(=O)c2ccc(Br)s2)CC1)N1CCCCC1
  -4, 816
O=S1(=O)CCOC[C@H](CC2CCCCC2)N1Cc1ccccc1Br
  -14, 807
COC(=O)/C(C#N)=C/c1c(N2CCCCCC2)nc2c(C)cccn2c1=O
  -2, 860
CN1C(=O)NC(c2ccc([N+](=O)[O-])cc2)C2=C1CC(C)(C)CC2=O (configuration not stated)
  -16, 769
NS(=O)(=O)c1ccc(NC(=S)NNC(=O)CCC(=O)Nc2ccccc2Cl)cc1
  3, 873
CN(CC(=O)Nc1ccc(F)cc1)C(=O)c1ccccc1OCc1ccc(F)cc1
  -12, 803
CCc1ccccc1NC(=O)N1CCc2ccccc2C1
  -13, 844
O=C(CN1CCN(Cc2ccccc2)CC1)Nc1ccccc1
  -1, 796
O=C(CCC(=O)c1ccc(F)cc1)NCc1ccccc1C(F)(F)F
  -6, 672
COc1cc2c(cc1C1C(C#N)=C(N)OC3=C1C(=O)CC(C)(C)C3)OCO2 (configuration not stated)
  0, 803
Cc1ccccc1-c1nc(CN2CCN(C(=O)c3ccco3)CC2)c(C)o1
  4, 869
Cc1cccc(Cn2c(C)c(C)c3cc(C(=O)NCCN4CCOCC4)ccc32)c1
  -2, 764
O=C(C(=O)N1CCCCC1)c1cn(CC(=O)N2CCCCCC2)c2ccccc12
  18, 691
O=C(CCN1C(=O)/C(=C\C=C\c2ccccc2)SC1=S)Nc1ccc(C(=O)O)cc1
  6, 710

Other entries
| SMILES | Hep lipid drop | Hep lipid drop cells 6.5 µM |
| --- | --- | --- |
| CCc1nnc(NC(=O)CC23CC4CC(CC(Br)(C4)C2)C3)s1 | -10 | 773 |
| CS(=O)(=O)N(CC(=O)NCCSCc1ccccc1)c1ccccc1Cl | -22 | 809 |
| CCC(C(=O)NCc1ccco1)n1nc(C)n2c(cc3occc32)c1=O (configuration not stated) | 11 | 690 |
| COc1cc(OC)c(C(=O)O/N=C(\N)c2ccc(C)cc2)cc1OC | 0 | 840 |
| O=Cc1cnc2ccccc2c1-c1ccccc1 | 10 | 823 |
| O=C(NNC(=S)Nc1ccc(Br)cc1)c1cccnc1 | 13 | 838 |
| CCOc1cc(/C=N/NC(=O)c2ccccn2)ccc1OC(=O)c1cccs1 | 12 | 884 |
| COc1cc(C=O)ccc1OCC(=O)Nc1ccc2c(c1)OCO2 | 20 | 731 |
| COc1ccc(S(=O)(=O)N2CCN(CC(=O)Nc3ccccc3Cl)CC2)cc1 | 2 | 723 |
| Cc1cccc(NC(=O)c2ccc3c(c2)OCCO3)c1 | -43 | 830 |
| CC(C(=O)NCc1ccccc1)N1CCN(c2ccc(F)cc2)CC1 (configuration not stated) | 8 | 883 |
| Cc1c(/C=C(\C#N)C(=O)NCc2ccccc2)cc(C#N)n1C | -8 | 834 |
| Cc1ccc(CN2CCC(n3nccc3NC(=O)c3ccccc3C)CC2)o1 | -7 | 825 |
| Cn1cccc1C(=O)OCc1ccc(C(C)(C)C)cc1 | -4 | 841 |
| CN1C(=O)C2(OCC(CO)([N+](=O)[O-])CO2)c2ccccc21 (configuration not stated) | 10 | 840 |
| COc1ccc(N(C(=O)CNC(=O)c2ccco2)C(C(=O)NC2CCCCC2)c2cccnc2)cc1 (configuration not stated) | 6 | 823 |
| CC1(C)Cc2c(cnn2-c2cccc(F)c2)C(NC(=O)c2ccc[n+]([O-])c2)C1 (configuration not stated) | 5 | 711 |
| CCN(CC)CCNC(=O)c1ccc2c(c1)NC(=O)c1ccccc1S2 | -7 | 805 |
| O=C(Nc1nccs1)c1ccc2c(c1)OCO2 | -6 | 716 |
| COc1ccc(C(=O)NCCCNC(=O)c2ccc(C)nc2)cc1 | 2 | 646 |
| Cc1nn(C)c(C(=O)N/N=C/c2cccnc2)c1Cl | -2 | 725 |
| O=C(NC1CC1)c1cc2cc(Br)ccc2s1 | -5 | 834 |
| CC1CCCN(S(=O)(=O)c2ccc3oc(=O)ccc3c2)C1 (configuration not stated) | 1 | 747 |
| CC(C)OCCCn1c(=O)c2ccccc2n2c(CCC(=O)NCc3ccccn3)nnc12 | 4 | 692 |
| Cc1ccc(S(=O)(=O)Nc2nnc(C3CCCCC3)s2)cc1 | -1 | 826 |

3 structures already listed, ordered by molecular weight, low to high.
| SMILES | Hep lipid drop | Hep lipid drop cells 6.5 µM |
| --- | --- | --- |
| Cn1cccc1C(=O)OCc1ccc(C(C)(C)C)cc1 | -4 | 841 |
| CN1C(=O)C2(OCC(CO)([N+](=O)[O-])CO2)c2ccccc21 (configuration not stated) | 10 | 840 |
| COc1cc(C=O)ccc1OCC(=O)Nc1ccc2c(c1)OCO2 | 20 | 731 |

Continuation.
| SMILES | Hep lipid drop | Hep lipid drop cells 6.5 µM |
| --- | --- | --- |
| Nn1c(SCC(=O)Nc2ccc3c(c2)OCCO3)nncc1=O | 6 | 862 |
| N#Cc1nc(-c2ccc(F)cc2)oc1N1CCC(C(N)=O)CC1 | 14 | 849 |
| CNC(=S)N(CCc1c(C)[nH]c2ccc(C)cc12)Cc1cccnc1 | -10 | 779 |
| CCN(CC)CCCNC(=S)N1CCN(c2nc(-c3ccc(F)cc3)cs2)CC1 | -10 | 749 |
| Cc1[nH]c(C)c(S(=O)(=O)N(Cc2ccccc2)C(C)C)c1C(=O)N1CCCC1 | 8 | 766 |
| O=S(=O)(c1ccc(Br)c2ccccc12)N1CCOCC1 | -13 | 744 |
| Cc1cccnc1NC(=O)c1ccc(OCc2c(C)noc2C)cc1 | 14 | 726 |
| C/C(=N/NC(=O)c1ccncc1)c1ccccc1 | 0 | 761 |
| Cc1ccc(CNS(=O)(=O)c2ccc3c(c2)NC(=O)C(C)S3)cc1 (configuration not stated) | 2 | 738 |
| O=C(CN1C2CCCC1CC(NC(=O)c1ccccc1)C2)Nc1ccccc1C(F)(F)F (configuration not stated) | -21 | 787 |
| O=C(NC1CC1)c1ccc(CSCc2ccccc2Cl)o1 | 15 | 735 |
| Cc1ccccc1N(C(=O)c1ccccn1)C(C(=O)NCc1ccccc1)c1cccnc1 (configuration not stated) | -19 | 793 |
| C=CCN(Cc1ccc(OC)c(OC)c1)C(=O)N1CCOCC1 | 22 | 841 |
| O=C(NCc1ccccc1)c1nc(S(=O)(=O)Cc2ccccc2)ncc1Cl | 9 | 651 |
| COC(=O)c1ccc(NC(=O)c2ccc3nccnc3c2)cc1 | 15 | 703 |
| COc1ccccc1N1CCN(C(=O)C(C)NC(=O)c2cccc([N+](=O)[O-])c2)CC1 (configuration not stated) | 20 | 802 |
| COc1cccc(CN2CC(C(=O)NCCN3CCOCC3)CCC2=O)c1 (configuration not stated) | 4 | 653 |
| COc1ccccc1N(CC(=O)NC1CCCCC1)C(=O)Cn1nnc(-c2ccc(C)o2)n1 | -43 | 748 |
| CC(C)(C)c1ccc(NC(=O)c2ccc(=O)[nH]n2)cc1 | -1 | 810 |
| Cc1cc(=O)oc2cc(OCC(=O)NC3CCCCC3)ccc12 | -3 | 824 |
| COc1ccc(CCNC(=O)CCc2ccsc2)cc1OC | 17 | 767 |
| O=C(NCC1CCCO1)c1cc(Br)c(Br)s1 (configuration not stated) | -9 | 825 |
| Cc1ccc(CNC(=O)C2CCC(=O)N(C3CCCC3)C2)c(F)c1F (configuration not stated) | 7 | 767 |
| CCS(=O)(=O)N1Cc2ccccc2CC1C(=O)NCc1cccc(OC)c1 (configuration not stated) | -2 | 631 |
| O=C(CSc1ccc2nnc(-c3ccccn3)n2n1)Nc1ccccc1C(F)(F)F | -21 | 769 |

Reprinted from the part before: two entries; new compounds follow.
| SMILES | Hep lipid drop | Hep lipid drop cells 6.5 µM |
| --- | --- | --- |
| CCS(=O)(=O)N1Cc2ccccc2CC1C(=O)NCc1cccc(OC)c1 (configuration not stated) | -2 | 631 |
| O=C(CSc1ccc2nnc(-c3ccccn3)n2n1)Nc1ccccc1C(F)(F)F | -21 | 769 |
| O=C(Nc1cc([N+](=O)[O-])ccc1O)c1cccc(NC(=O)c2ccco2)c1 | -8 | 822 |
| CC(=O)c1cccc(NC(=O)c2cnccn2)c1 | 3 | 806 |
| Cc1cccc(Nc2nc(C)nc3c2oc2ccccc23)c1 | 8 | 778 |
| COc1ccc(C(C(=O)NC2CCCC2)N(Cc2ccccc2)C(=O)c2snc(C(N)=O)c2N)cc1OC (configuration not stated) | -5 | 797 |
